Mito fusion act: mitochondrial division inhibition or fusion activation | S. cerevisiae fusion-defective mutant growth rescue, CellTiterGlo 48 h | Potency, µM (doses to about 46.1 µM), inactives show at the highest dose growth rescue (activation), most hits filed as activators | 320,000 compounds, 0.23% hits;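 also: potency is read from the fitted curve at half-maximal effect; % of control where 0% means no effect; nearly all actives have a fitted effect of over 45% in size; temperature-sensitive fusion mutants such as fzo1-1 at 37 °C on non-fermentable ethanol glycerol medium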
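Compounds are tested for their ability to restore growth of mitochondrial fusion-defective yeast strains at non-permissive 37C in YPEG medium over 48 hours. Viability is quantified by luciferase luminescence.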
ELG1 repair inh: ELG1-dependent DNA repair inhibition; HEK293T ELG1-luciferase reporter, luminescence, 16 h; DNA damage induced by 5-fluorouridine; Potency, µM (titrated, usually from 46.1 µM), inactives show at the top dose activity change, negative = inhibition, hits mostly inhibitors; 330,000 compounds, 2.3% hits; also: potency is read from the fitted curve at half-maximal effect; % is scaled to controls: 0 for no effect and ±100 for the full control effect; nearly all actives have a fitted effect of over 55% in size
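In this reporter screen, reduction of luminescence relative to DMSO vehicle indicated activity. Compounds and 5-fluorouridine were added together to 2,000 cells per well, incubated for 16 hr at 37 °C, then developed with ONE-Glo.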
USP2a block: blocks human ubiquitin-specific protease USP2a; O75604; USP2 core, Ub-CHOP2 coupled fluorogenic reporter, 485/531; Potency, µM (series often up to 38.3 µM), for inactives: top-dose activity change, negative = inhibition, most hits filed as inhibitors; 330,000 compounds, 0.01% hits; AID 463254;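 also: potency is read from the fitted curve at half-maximal effect; plate controls were DMSO wells for no effect and full inhibition by NEM control for full effect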
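USP2 core (10nM final) preincubated 30min RT with compound in 20mM Tris-HCl pH 8.0, 2mM CaCl2, 2mM beta-mercaptoethanol, 0.05% CHAPS; 25nM Ub-CHOP2 plus 25nM reporter substrate added, fluorescence (Ex485/Em531) read after 60min.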
BCR signal inh: chronic active BCR signaling inhibition; AID 493014; 340,000 compounds, 0.05% hits; Potency, µM (titrated, usually from 46.1 µM), without a hit: at the highest dose ratio change, negative = lower green/red ratio, usual class: inhibitors; ABC-DLBCL IkBa-CBG/CBR reporter, luminescence ratio, 4 h; active = well fitted inhibition curve with a large enough effect in the signal ratio, with a control signal flat, not every such curve was filed as active; inconclusive = small, poorly fitted or top-dose-only effect, or effect the other way, or a change in a side signal; the % refers to the signal ratio;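 also: potency is read from the fitted curve at half-maximal effect; plate controls were basal doxycycline-induced cells for no effect and cells given 10 µM MG132 for full effect; MG132 reads +100%, hits lower the ratio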
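TMD8 human ABC-DLBCL cells with doxycycline-inducible IκBα–green luciferase fusion and unfused red luciferase, in 0.5% FBS medium; compounds up to 46 uM, 4 h at 37C. Green/red luminescence ratio, filter-overlap corrected, fitted to concentration-response curves.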
TCR activator: T cell receptor activation. Potency, µM (doses to about 9.22 µM), inactives show at the highest dose activation of IL-2 secretion, most hits filed as activators. 330,000 tested, under 10 active. primary human leukocytes, anti-CD3, IL-2 HTRF, 48 h; also: % of control where 0% means no effect
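HTRF read-out of IL-2 secretion: europium cryptate donor excited at 320nm, d2 acceptor emission at 665nm. Cells were primary human leukocytes incubated 48 hr with compounds and a-CD3 beads, supplying TCR signal only.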
B2AR arrestin: recruits beta-arrestin to the human beta2-adrenergic receptor; P07550; beta-arrestin recruitment to beta2AR, cell-based reporter; Potency, µM (highest dose often 46.1 µM), for inactives: top-dose activation, hits mostly activators; 330,000 compounds, 0.02% hits;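 also: potency is read from the fitted curve at half-maximal effect; 0% = DMSO controls and full agonism = EC100 isoproterenol or metaproterenol; nearly all actives have a fitted effect of over 65% in size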
Eya2 inh: blocks the phosphatase activity of human Eya2; O00167; recombinant Eya2, OMFP fluorescence dephosphorylation (OMFP is methylfluorescein phosphate); Potency, µM (highest dose often 76.9 µM), inactives show at the top dose activity, negative = inhibition, most hits filed as inhibitors; 330,000 compounds, 0.006% hits; AID 488837; also: potency is read from the fitted curve at half-maximal effect; % is scaled to controls: 0 for no effect and ±100 for the full control effect
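Eya2 (0.2 uM) preincubated 10 min at ambient with compound, then OMFP substrate added at 50 uM; 10 min reaction in 50 mM HEPES pH 7.5, 50 mM NaCl, 5 uM MgCl2, 0.05% BSA, 1 mM DTT. Fluorescence read at Ex 485/Em 525 nm.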
Tb PFK inh: T. brucei PFK enzyme inhibition. T. brucei PFK, ADP-Glo luminescence. Potency, µM (series often up to 57.5 µM), inactives show top-dose activity, negative = inhibition, hits mostly inhibitors. 330,000 compounds, 0.17% hits;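 also: potency is read from the fitted curve at half-maximal effect; 0% = uninhibited 1x PFK enzyme wells and -100% = no-enzyme wells; nearly all actives have a fitted effect of over 60% in size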
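Luminescent ADP detection (ADP-Glo, two-step: ATP depletion then ADP-to-ATP conversion for luciferase) reported PFK activity after 45 min room-temperature reaction of 1.25 nM enzyme with 0.5 mM F6P and 0.1 mM ATP at pH 8.0.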
TSHR antag: human thyrotropin receptor antagonism; P16473; TSHR-expressing cells, TSH-stimulated cAMP HTRF, 2 h; active compounds read low; activity change, negative = inhibition, % at 11.5 µM; 330,000 compounds, 0.2% hits;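 active = activity change below a set negative limit, meaning inhibition stronger than a set level, cut at about -70% in these data; inconclusive = activity change between two set negative limits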; also: % is scaled to controls: 0 for no effect and ±100 for the full control effect
Target sequence (P16473 whole entry, looked up): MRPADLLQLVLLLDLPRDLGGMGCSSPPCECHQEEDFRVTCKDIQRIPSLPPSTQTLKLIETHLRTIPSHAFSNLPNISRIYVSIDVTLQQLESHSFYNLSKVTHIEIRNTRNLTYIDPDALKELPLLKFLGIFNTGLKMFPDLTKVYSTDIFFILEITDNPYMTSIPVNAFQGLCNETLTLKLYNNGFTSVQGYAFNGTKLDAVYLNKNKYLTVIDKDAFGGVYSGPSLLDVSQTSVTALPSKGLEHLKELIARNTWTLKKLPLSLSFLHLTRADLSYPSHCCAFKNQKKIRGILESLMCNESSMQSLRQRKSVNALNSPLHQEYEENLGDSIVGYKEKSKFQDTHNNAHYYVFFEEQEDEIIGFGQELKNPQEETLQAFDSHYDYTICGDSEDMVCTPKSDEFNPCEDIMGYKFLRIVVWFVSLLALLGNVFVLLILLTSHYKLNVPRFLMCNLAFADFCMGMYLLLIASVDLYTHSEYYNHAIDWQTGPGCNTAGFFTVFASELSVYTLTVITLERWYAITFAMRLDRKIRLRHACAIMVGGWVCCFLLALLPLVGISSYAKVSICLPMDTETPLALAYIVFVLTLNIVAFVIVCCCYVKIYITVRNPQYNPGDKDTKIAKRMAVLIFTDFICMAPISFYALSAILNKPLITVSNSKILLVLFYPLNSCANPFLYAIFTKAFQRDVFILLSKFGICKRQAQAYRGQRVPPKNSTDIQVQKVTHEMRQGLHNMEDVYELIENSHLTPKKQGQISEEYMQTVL
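TSHR-expressing cells were treated with compounds, then stimulated with TSH at EC80 (4nM final) for 2 hours at 37 deg C. Cellular cAMP was measured by HTRF competition between lysate cAMP and cAMP-d2 for a cryptate-labelled anti-cAMP antibody.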
uPA surface inh: cell surface uPA generation inhibition; cell surface uPA generation assay, qHTS; Potency, µM (highest dose often 38.3 µM), for the others: at the highest dose activity change, negative = inhibition, hits mostly inhibitors; 330,000 compounds, 0.31% hits; active = well fitted inhibition curve with a large enough effect; inconclusive = small, poorly fitted or top-dose-only effect; inactive = no such curve, though single readings can be large or run the other way; tested in mouse RAW 264.7 cells; also: potency is read from the fitted curve at half-maximal effect; % is scaled to controls: 0 for no effect and ±100 for the full control effect; nearly all actives have a fitted effect of over 55% in size
PTAP TSG101 blk: blocks PTAP/TSG101 interaction to inhibit HIV-1 budding; Fluorescence polarization, FITC-PTAP peptide / Tsg101 binding; Q99816; AID 493005; Potency, µM (titrated, usually from 115 µM), inactives show at the highest dose activity change, negative = inhibition, hits mostly inhibitors; 340,000 tested, under 10 active; active = well fitted inhibition curve with a large enough effect in the main read-out, with a control signal flat, not every such curve was filed as active; inconclusive = small, poorly fitted or top-dose-only effect, or effect the other way, or a change in a side signal; inactive = no such curve, though single readings can be large or run the other way; also: potency is read from the fitted curve at half-maximal effect; % of control where 0% means no effect
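FP read-out: FITC-PTAP peptide, 50 nM final, binding Tsg101 binding domain, 10 uM final; 20 min, r.t.; 10 mM HEPES pH 7.5, 0.15 M NaCl, 0.01% Tween 20, 3 mM EDTA, 0.1 mM TCEP.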
Active calls of the source: *; ? = inconclusive; nt = not tested or not shown; [ ] = dose if it differs, or a comment. Unless noted, calls follow the shape of the dose curve; as a rule, active = well fitted curve in the direction sought with a large enough effect; inconclusive = small, poorly fitted or top-dose-only effect, or another doubt; inactive = no such curve, though single readings can be large; an effect the other way counts as inactive or inconclusive. Compounds as they come. Share with any hit: about 3%.

canonical_smiles	Mito fusion act	ELG1 repair inh	USP2a block	BCR signal inh	TCR activator	B2AR arrestin	Eya2 inh	Tb PFK inh	TSHR antag	uPA surface inh	PTAP TSG101 blk
CCc1ccc2c(c1)[C@H]1OCC[C@H]1[C@@H](c1cccs1)N2	8%	-1%	1%	?	-1%[46.1 µM]	-1.8%	1%	2%	30	-15%	-2%
COc1ccccc1N1CCN(CCCn2c(=S)[nH]c3ccccc3c2=O)CC1	-11%	?	-3%	-6%	3%	0.3%	12%	-10%	-2	-2%	3%
COc1ccc(Cl)cc1C(=O)OCC(=O)N(CC(C)C)c1c(N)n(Cc2ccccc2)c(=O)[nH]c1=O	2%	-18%	-2%	-7%	1%	0.4%	3%	-12%	-2	-7%	1%
C#CCOCCOCCOCCNc1nc(N2CCN(C(=O)C([C@@H](C)O)n3cc([C@@H](N)CCCCN)nn3)CC2)nc(N2CCN(C(=O)[C@H](CC(N)=O)n3cc(C(N)[C@@H](C)CC)nn3)CC2)n1 (some centres not stated)	nt	-3%	2%	-1%	-1%	-1.1%	-6%	0%	-2	16%	-3%
COc1cc2cc(CCCOC(=O)c3ccc(C(F)(F)F)cc3)oc(=O)c2cc1OC	3%	3%	4%	?	-5%	-1.4%	-15%	1%	-6	-8%	-5%
O=C(COC(=O)Cc1ccccc1F)NNC(=O)c1ccc(Cl)cc1	-6%	-4%	1%	3%	6%	-0.6%	7%	-3%	43	1%	-4%
CC(=O)NC1=NN(C(C)=O)C(c2cccs2)S1 (configuration not stated)	-1%	-5%	2%	-3%	0%[46.1 µM]	-1.9%	-3%	-1%	-3	0%	0%
CCn1cc(C(=O)N2CCCC(N3CCN(c4ccccc4C)CC3)C2)cn1 (configuration not stated)	-1%	0%	1%	2%	2%	-0.2%	0%	4%	9	4%	0%
COc1ccc(CC(=O)NCC2CCCN(Cc3ccc(SC)cc3)C2)cc1 (configuration not stated)	-3%	-15%	0%	-2%	-2%	2.2%	9%	-2%	5	-18%	-4%
S=C(Nc1cccc(Cl)c1)Nc1cccc2cnccc12	5%	?	1%	?	0%[46.1 µM]	-0.5%	-12%	?	10	13%	-3%
O=C(CSc1nnc2c(n1)[nH]c1ccccc12)Nc1ccc2c(c1)OCO2	0%	-28%	-1%	?	2%	6.4%	10%	-5%	-10	nt	-3%
CC1(c2ccc3c(c2)OCO3)NC(=O)N(CC(=O)NCCC2=CCCCC2)C1=O (configuration not stated)	0%	-7%	0%	-4%	5%	-0.2%	-7%	2%	1	1%	2%
O=C(N[C@@H](Cc1ccccc1)C(=O)NC1CCCCCC1)c1ccco1	5%	?	-7%	-11%	4%	-0.7%	-9%	-3%	-4	nt	-7%
O=C(N/N=C/c1cccs1)C(=O)Nc1cccc(Cl)c1	5%	?	0%	?	-6%	-0.1%	4%	0%	0	9%	-3%
CC1=C(C(=O)NC(C)CCc2ccccc2)C2(CCC(C)CC2)OC1=O (configuration not stated)	6%	-24%	-14%	-11%	2%	0.0%	?	2%	-4	2%	1%
O=C(c1ccc(S(=O)(=O)Nc2ccccc2)cc1)N1CCC1	4%	-4%	0%	?	16%	0.0%	9%	-2%	-5	6%	-5%
COc1ccccc1NC(=O)Nc1ccc(Cl)c(S(=O)(=O)Nc2ccccc2OC)c1	-3%	?	-13%	?	15%	-1.6%	-4%	-9%	-38	1%	-2%
O=C(CCNC(=O)Cn1cnc2ccccc2c1=O)NCC1CCCO1 (configuration not stated)	15%	-1%	1%	1%	5%	0.2%	18%	0%	5	1%	0%
Cc1nonc1CN(C)C(=O)c1cc(COc2ccc(F)cc2Cl)on1	2%	?	-2%	-4%	13%	0.1%	4%	4%	6	-4%	-6%
CCc1ccccc1NNC(=O)c1snnc1C	1%	?	1%	9%	-1%	-1.5%	2%	0%	14	9%	-4%
Cc1c(C#N)c(O)[nH]c(=O)c1N=Nc1ccc(Br)cc1C(=O)O	0%	?	2%	?	-4%	3.7%	-6%	?	2	1%	20%
COc1ccc(O)c(C(=O)/C=C/c2cc3ccccc3o2)c1	-4%	nt	1%	11%	-1%	0.4%	-17%	-1%	-26	-5%	-4%
Clc1ccc(OCc2nc(-c3ccncc3)no2)c(Br)c1	?	?	5%	?	2%[46.1 µM]	-0.2%	-4%	-1%	-5	?	-6%
CCc1c(C)nc(N2CCN(Cc3ccc4c(c3)OCO4)CC2)[nH]c1=O	-4%	-12%	4%	2%	0%	-0.9%	-2%	8%	11	2%	-3%
CCc1cccc2c(N=O)c(O)[nH]c12	0%	13%	0%	?	-6%[46.1 µM]	0.0%	1%	-3%	-11	4%	-2%
COc1ccc(S(=O)(=O)N/N=C\c2ccccc2F)cc1	1%	7%	2%	-5%	3%	0.5%	6%	0%	-13	-6%	1%
CC1(C)Cc2c(sc3ncn4c(=S)[nH]nc4c23)CO1	-7%	-8%	0%	0%	-344%	-0.2%	4%	-7%	-8	1%	-1%
Clc1ccc(/C=N/Nc2ncnc3ccccc23)cc1Cl	-3%	?	-5%	?	-5%	?	-2%	-12%	-10	-3%	-8%
CCN(CC)CCNC(=O)c1cc2c(=O)n(CC)c3ccccc3c2s1	1%	?	-6%	?	1%	0.3%	-2%	4%	-5	-4%	-9%
COc1ccc(C2/C(=C(/O)c3ccc4c(c3)CC(C)O4)C(=O)C(=O)N2Cc2ccncc2)cc1 (configuration not stated)	-3%	13%	3%	-1%	-6%	-0.4%	-1%	-1%	1	2%	-7%
CCn1c(=O)c2cc(C(=O)NCC(OC)OC)sc2c2ccccc21	-7%	?	7%	?	-2%	0.2%	3%	6%	0	-2%	-7%
C=CCN1C(=O)c2ccc(C(=O)Nc3ccccn3)cc2C1=O	5%	?	-1%	9%	0%	-0.1%	8%	6%	9	4%	-1%
O=C(O)COc1ccc(Br)cc1C(c1c(C(=O)O)[nH]c2ccccc12)c1c(C(=O)O)[nH]c2ccccc12	-2%	-1%	-6%	6%	0%	0.5%	18%	3%	-2	-3%	0%
COC(=O)c1ccccc1NC(=O)C1CCN(S(C)(=O)=O)CC1	1%	14%	0%	0%	3%	-0.1%	2%	-4%	-5	10%	-3%
CC1CCN(c2c(NCc3ccc(C(=O)NCc4ccco4)cc3)c(=O)c2=O)CC1	-5%	4%	-2%	?	-6%	-1.6%	3%	-4%	8	0%	-4%
COc1cccc(C2c3c(oc4ccccc4c3=O)C(=O)N2CCCN2CCOCC2)c1 (configuration not stated)	-1%	18%	3%	?	1%	-0.8%	0%	0%	-6	-1%	-1%
Cc1ccc(C)c(S(=O)(=O)N2CCC(c3nc4c(nnn4Cc4ccc(F)cc4)c(=O)[nH]3)CC2)c1	1%	?	-5%	?	4%	-0.2%	-2%	-6%	-17	-6%	-6%
O=C(O)c1cccc(NC(=O)C2C3C=CC(C3)C2C(=O)O)c1 (configuration not stated)	1%	10%	4%	?	-1%	-0.1%	29%	0%	-3	2%	-1%
COc1ccc(S(=O)(=O)N2CCCCCC2)cc1C(=O)N(C)Cc1cccc(OC)c1OC	-1%	?	2%	2%	5%	0.5%	12%	?	-8	-3%	2%
CC(=O)NC1(C(F)(F)F)C(=O)N(Cc2ccccc2)C2=C1C(=O)CC(C)(C)C2 (configuration not stated)	3%	-13%	1%	-17%	-2%	0.5%	0%	-2%	2	4%	-5%
C/C(=N\NC(=S)Nc1ccc(C(C)C)cc1)c1ccc2c(c1)OCO2	3%	-3%	-2%	9%	2%	0.2%	1%	2%	-1	-2%	-2%
COc1cccc(/C=N/NC(=O)c2ccc3nc[nH]c3c2)c1	0%	?	10%	?	3%	0.2%	-14%	1%	5	-22%	-4%
